Screening data as filed in PubChem BioAssay.
BoNT A protease – BoNT A light chain protease inhibition; multiplex microsphere protease substrate cleavage, flow cytometry; inhibition, % at 10 µM; hit rate 0.17% among 360,000; further: plate controls were buffer without enzyme for full effect and enzyme alone for no effect
PfHsp40 yeast – compounds rescuing yeast from Plasmodium falciparum HSP40 toxicity; hit rate 0.68% among 340,000; growth rescue, % at 12.5 µM; S. cerevisiae expressing PfHsp40, growth rescue, ATP luminescence; AID 504582; in the data active means growth rescue above about 28%, passing the limit was not always enough; inconclusive means no clear call, values can overlap the other calls;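 further: yeast W303a lacking pdr1 and pdr3 grown in galactose medium; growth measured after three days at 30 °C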
Yp Topo-I inh – inhibitors of Yersinia pestis topoisomerase I | Y. pestis Topo-I cleavage product accumulation, plate reader | activity, % at 10 µM | hit rate 0.064% among 360,000; in the data active means activity above about 50%, passing the limit was not always enough; inconclusive means no clear call, values can overlap the other calls; further: inactives centre near 2
TcdB GH inh – blocks C. difficile toxin B glycohydrolase activity. inhibition, % at 9.99 µM. hit rate 0.24% among 350,000. AID 652162. TcdB glycohydrolase enzymatic assay, plate reader. P18177; in the data active means inhibition above about 10%
FadD28 binding – blocks FadD28 binding to the bisubstrate probe; fluorescence polarization; inhibition, % at 12.5 µM; hit rate 0.22% among 360,000; AID 588549; in the data active means inhibition above about 8.5%, passing the limit was not always enough; inconclusive means no clear call, values can overlap the other calls
BoNT F protease – blocks Botulinum neurotoxin F light chain protease. inhibition, % at 10 µM. hit rate 0.22% among 360,000. AID 588497. Multiplex microsphere protease cleavage assay, flow cytometry; in the data active means inhibition above about 35%, passing the limit was not always enough; inconclusive means no clear call, values can overlap the other calls; further: plate controls were buffer without enzyme for full effect and enzyme alone for no effect
Anthrax LF prot – blocks Bacillus anthracis lethal factor protease. P15917. hit rate 0.12% among 360,000. multiplex microsphere protease cleavage assay, LF. inhibition, % at 10 µM; further: plate controls were buffer without enzyme for full effect and enzyme alone for no effect
Target sequence (P15917 whole entry, looked up): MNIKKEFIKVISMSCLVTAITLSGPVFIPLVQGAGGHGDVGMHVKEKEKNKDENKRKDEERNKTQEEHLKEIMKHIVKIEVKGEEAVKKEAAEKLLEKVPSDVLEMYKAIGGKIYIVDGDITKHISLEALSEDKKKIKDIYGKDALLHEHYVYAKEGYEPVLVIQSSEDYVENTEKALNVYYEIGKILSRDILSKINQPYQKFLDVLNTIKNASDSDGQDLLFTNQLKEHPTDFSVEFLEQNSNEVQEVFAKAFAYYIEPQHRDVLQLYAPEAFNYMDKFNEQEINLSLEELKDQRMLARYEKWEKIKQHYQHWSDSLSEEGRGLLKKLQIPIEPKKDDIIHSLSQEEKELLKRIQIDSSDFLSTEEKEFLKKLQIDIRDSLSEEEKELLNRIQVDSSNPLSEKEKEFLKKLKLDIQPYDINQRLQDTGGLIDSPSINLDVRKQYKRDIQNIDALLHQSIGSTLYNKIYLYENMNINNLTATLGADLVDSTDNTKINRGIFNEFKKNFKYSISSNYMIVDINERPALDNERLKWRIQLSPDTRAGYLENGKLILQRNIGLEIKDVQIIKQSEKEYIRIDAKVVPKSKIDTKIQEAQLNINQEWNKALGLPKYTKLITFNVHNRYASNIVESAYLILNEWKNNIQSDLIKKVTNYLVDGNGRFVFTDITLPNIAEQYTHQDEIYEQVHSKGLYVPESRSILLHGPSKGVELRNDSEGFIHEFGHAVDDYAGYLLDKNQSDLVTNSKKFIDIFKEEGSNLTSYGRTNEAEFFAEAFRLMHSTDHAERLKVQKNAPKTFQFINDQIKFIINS
PrPC surface inh – reduces human prion protein on the cell surface; P04156; cell surface PrPC, TR-FRET read-out; inhibition, % at 13.8 µM; hit rate 0.43% among 370,000; AID 720596; in the data active means inhibition above about 24%; further: 0% = median of the test wells and 100% = reference compound wells
CCHF vOTU inh – CCHFV vOTU protease inhibition; inhibition, % at 11.5 µM; AID 651958; hit rate 0.55% among 370,000; Pep-AMC fluorescence; in the data active means inhibition above about 30%; further: 0% = vehicle wells with enzyme and 100% = no enzyme wells
The depositor's hits bear a star; u = inconclusive; x = no result given. Unless noted, no stated cut-off is given here; in the data, active means inhibition above about 30%; inconclusive means no clear call, values can overlap the other calls; inactive means below that.

SMILES	BoNT A protease	PfHsp40 yeast	Yp Topo-I inh	TcdB GH inh	FadD28 binding	BoNT F protease	Anthrax LF prot	PrPC surface inh	CCHF vOTU inh
O=C(NCc1ccccc1Cl)C1CC(=O)N(Cc2ccccc2)C1 (stereo not given)	-0.2	-0.6	6	1.2	-1.7	0	-3	6	-7
Cc1cc(-c2ccccc2)nc(Oc2ccc(C(C)(C)C)cc2)c1S(C)(=O)=O	0.1	0.4	-1	x	-2.3	-14	1	6	14
CCOC(=O)c1c(NC(=O)c2cccnc2)sc(C)c1C	0.2	-0.2	4	0.4	-1.0	-1	0	-3	-13
Cc1ccc(S(=O)(=O)c2nc(Cc3ccccc3)oc2N2CCOCC2)cc1	-0.4	-0.9	5	0.4	1.1	-6	-8	-7	7
Nc1cc(=O)[nH]c(SCC(=O)N2CCCc3ccccc32)n1	-2.0	0.2	16	x	-0.9	-8	-2	0	-3
Cc1occc1-c1nnc(SCC(=O)O)n1-c1ccccc1	-1.3	3.0	5	-2.0	-5.0	-4	-2	0	-10
O=C(CN1C(=O)S/C(=C\c2ccccc2F)C1=O)Nc1ccccc1O	1.8	1.7	0	4.7	3.4	-3	-1	-7	14
Cc1cccc(-n2ncc3c2CCCC3NC(=O)CCN2Cc3ccccc3C2=O)c1C (stereo not given)	1.2	-0.7	19	0.5	-0.3	-2	0	11	-2
CCN1CCN(C(CNS(=O)(=O)c2ccc(OC)cc2)c2cccnc2)CC1 (stereo not given)	-1.2	-0.9	-4	1.6	-1.5	1	-4	-11	21
Cc1ccc(CNC(=O)c2ccc(N3CCC4(CC3)CC(c3ccccc3)=NO4)c(NC(=O)c3ccco3)c2)cc1	-0.6	0.0	15	-0.6	-3.4	-9	-4	-13	-4
Cc1ccc(C2=CC(c3ccccc3)n3ncnc3N2)cc1 (stereo not given)	0.5	1.9	3	-2.5	-13	0	-2	4	-12
O=C(O)CC(Cc1ccc(Cl)cc1)C(=O)Nc1ccc([N+](=O)[O-])cc1 (stereo not given)	-0.3	0.5	-3	x	-2.6	6	0	-6	3

Ordered by length of the SMILES (lowest first): part of the list above
SMILES	BoNT A protease	PfHsp40 yeast	Yp Topo-I inh	TcdB GH inh	FadD28 binding	BoNT F protease	Anthrax LF prot	PrPC surface inh	CCHF vOTU inh
Cc1occc1-c1nnc(SCC(=O)O)n1-c1ccccc1	-1.3	3.0	5	-2.0	-5.0	-4	-2	0	-10
Nc1cc(=O)[nH]c(SCC(=O)N2CCCc3ccccc32)n1	-2.0	0.2	16	x	-0.9	-8	-2	0	-3
O=C(CN1C(=O)S/C(=C\c2ccccc2F)C1=O)Nc1ccccc1O	1.8	1.7	0	4.7	3.4	-3	-1	-7	14
CCN1CCN(C(CNS(=O)(=O)c2ccc(OC)cc2)c2cccnc2)CC1 (stereo not given)	-1.2	-0.9	-4	1.6	-1.5	1	-4	-11	21
Cc1cccc(-n2ncc3c2CCCC3NC(=O)CCN2Cc3ccccc3C2=O)c1C (stereo not given)	1.2	-0.7	19	0.5	-0.3	-2	0	11	-2
O=C(O)CC(Cc1ccc(Cl)cc1)C(=O)Nc1ccc([N+](=O)[O-])cc1 (stereo not given)	-0.3	0.5	-3	x	-2.6	6	0	-6	3
Cc1ccc(CNC(=O)c2ccc(N3CCC4(CC3)CC(c3ccccc3)=NO4)c(NC(=O)c3ccco3)c2)cc1	-0.6	0.0	15	-0.6	-3.4	-9	-4	-13	-4

(listing goes on)
SMILES	BoNT A protease	PfHsp40 yeast	Yp Topo-I inh	TcdB GH inh	FadD28 binding	BoNT F protease	Anthrax LF prot	PrPC surface inh	CCHF vOTU inh
CCOP(=O)(OCC)c1nc(/C=C/c2ccccc2)oc1NCc1ccccc1	0.1	0.5	1	x	0.3	6	-6	11	-302
CC(=O)N1CCc2cc(S(=O)(=O)NC3CCCc4ccccc43)ccc21 (stereo not given)	0.6	-0.2	3	x	-1.6	5	2	10	3
Cc1cc(O)ccc1Nc1nc(-c2sc(N)nc2C)cs1	1.1	-1.0	0	x	-0.2	-45	-8	-14	3
COc1cc(NC(=O)CN2C(=O)CN(C)C2=O)c(C)cc1[N+](=O)[O-]	-1.7	-0.8	-1	1.9	-2.0	0	-4	-16	-11
O=C(COC(=O)c1ccco1)NNC(=O)c1ccc(Cl)cc1	-0.6	-1.7	-7	0.9	-0.7	-6	-3	-2	-1
Cc1cccc(NCC(=O)N/N=C/c2cccc(Br)c2)c1	-0.8	0.3	11	8.4	-0.8	-6	-6	6	13
C[C@]12c3[nH]c4ccccc4c3CCN1C(=O)C(CC(=O)NCc1cccc(C(F)(F)F)c1)C[C@@H]2C(=O)N1CCOCC1 (stereo not given in full)	0.0	-1.6	16	1.4	-2.6	-6	1	3	18
CC(Oc1ccccc1)C(=O)N1CCN(c2ccc(N3CCCCCC3)nn2)CC1 (stereo not given)	0.8	0.4	2	1.7	-1.4	-7	-4	-11	-18
COc1cc2c(cc1OC)CN(C(=O)c1cccs1)CC2	0.0	0.0	-3	x	-2.9	u	-7	0	0
CN(Cc1ccccc1)c1nc2c(c(=O)[nH]c(=O)n2C)n1CCSc1nc2ccccc2[nH]1	-0.3	0.3	u	x	-1.6	0	-1	-3	6
CCOC(=O)c1c(C)[nH]c(C(=O)COC(=O)/C=C/c2ccc(OC(F)F)cc2)c1C	0.9	-0.6	-7	x	-5.7	6	3	-4	-16
CSc1ncccc1C(=O)N1CCN(S(=O)(=O)c2ccc3c(c2)OCCO3)CC1	0.1	0.4	-5	-3.6	-0.7	-7	6	1	18
CN(C)S(=O)(=O)c1cccc(C(=O)Nc2ccc3c(c2)CCC3)c1	0.8	0.3	10	2.8	x	-5	-2	1	0
CN(C)c1ccc(C#Cc2ccc3cc(CCO)oc(=O)c3c2)cc1	1.2	0.5	27	x	1.0	-8	-1	x	x
CCN1C(=O)CC(N2CCC(C(=O)OC)CC2)C1=O (stereo not given)	0.7	8.1	-2	x	-2.8	16	4	-4	-1
COc1cc(C(=O)OCCNC(=O)c2ccncc2)cc(OC)c1OC	-0.4	-0.2	-1	x	-0.9	0	-1	-4	5
O=C(COC(=O)c1ccc(Cl)nc1)NCCc1ccccc1	-0.3	0.1	-6	-0.1	-3.7	-5	1	9	-4
COc1ccc(NC(=O)CSc2nnc(-c3ccccc3)n2N)cc1	0.4	-0.2	2	x	-0.4	-1	-4	2	9
CC(C)(C)C(=O)CSc1ncnc2c1cnn2Cc1ccccc1	-1.3	-0.1	44	-1.3	-1.8	-14	-18	15	9
CCOC(=O)C1(CC2CCCCO2)CCN(Cc2nc(C(C)C)cs2)CC1 (stereo not given)	0.0	-1.0	31	0.2	2.1	-1	-1	12	2
COc1ccc(NC(=O)c2ccccc2NC(=O)C2CCCCC2C(=O)O)cc1 (stereo not given)	-1.5	-0.6	-18	0.3	-2.9	u	-2	7	9
CSc1ccc(CNC(=O)C2(C)CCN2C(C)C)cc1 (stereo not given)	0.5	x	5	0.2	-3.9	4	-8	1	3
Cc1[nH]c2ccccc2c1C(O)CN1CCC2(CC1)OCCO2 (stereo not given)	-3.0	-0.1	-5	2.8	-0.3	u	-6	1	-3
Cc1ccc(-n2c(C)cc(C(=O)COC(=O)c3c(C)noc3C)c2C)cc1	0.3	-0.1	22	x	-4.5	-3	-3	11	15

Reprinted at random: 3 entries already listed.
SMILES	BoNT A protease	PfHsp40 yeast	Yp Topo-I inh	TcdB GH inh	FadD28 binding	BoNT F protease	Anthrax LF prot	PrPC surface inh	CCHF vOTU inh
CC(=O)N1CCc2cc(S(=O)(=O)NC3CCCc4ccccc43)ccc21 (stereo not given)	0.6	-0.2	3	x	-1.6	5	2	10	3
CCOP(=O)(OCC)c1nc(/C=C/c2ccccc2)oc1NCc1ccccc1	0.1	0.5	1	x	0.3	6	-6	11	-302
CSc1ncccc1C(=O)N1CCN(S(=O)(=O)c2ccc3c(c2)OCCO3)CC1	0.1	0.4	-5	-3.6	-0.7	-7	6	1	18

New compounds follow:
SMILES	BoNT A protease	PfHsp40 yeast	Yp Topo-I inh	TcdB GH inh	FadD28 binding	BoNT F protease	Anthrax LF prot	PrPC surface inh	CCHF vOTU inh
COc1cc(OC)c(NS(=O)(=O)c2coc(C(N)=O)c2)cc1Cl	0.0	-0.8	7	-1.2	-1.6	-10	2	1	-1
Cc1ccc(NC(=O)C[n+]2cc(-c3ccccc3)n3c2CCC3)c(C)c1	0.3	0.5	-1	1.0	-4.2	5	1	-1	-11
COc1ccc(/C(O)=C2/C(=O)C(=O)N(CCN(C)C)C2c2ccccn2)cc1OC (stereo not given)	0.2	-0.4	0	x	-4.3	-3	-5	3	19
COc1ccc(CCNC(=O)CSc2nn(-c3ccccc3)c(=S)s2)cc1	-0.9	1.2	19	0.5	-7.2	-2	-2	0	-2
COc1ccc(-n2c(SCCNCCO)nc3sc4c(c3c2=O)CCCC4)cc1	0.3	-1.3	-7	2.8	-4.1	-6	-3	-7	6
CC(=O)c1cccc(NC(=O)COC(=O)c2cccs2)c1	0.5	1.8	-8	0.6	0.5	-1	3	7	3
CC(=O)Nc1ccc(S(=O)(=O)NC(C)C(=O)NCCc2ccc(F)cc2)cc1 (stereo not given)	-0.6	-0.9	2	0.3	-2.9	-4	2	-3	-8
CC(C)=C1SC(N2CCCCC2)=NC1=O	-0.1	-0.8	6	x	0.5	-6	1	-7	9
CC(C)(C)NC(=O)C(c1ccc(OCC(N)=O)cc1)N(C(=O)c1cccnc1)C1CC1 (stereo not given)	0.0	0.7	2	x	-0.8	-2	2	2	18
Cc1nn(CC(=O)NCCCN2CCN(C)CC2)c(=O)c2cc(-c3ccccc3)nn12	-0.7	-1.0	-7	-1.3	-1.0	0	-4	1	8
CCOC(=O)CN1C(=O)C2(C(C#N)=C(N)Oc3ccccc32)C(C(=O)OC)=C1C (stereo not given)	1.4	-0.5	-4	x	-3.9	25	2	-4	11
O=C(CCc1ccc(S(=O)(=O)NCc2ccccc2)cc1)NCC1CCCO1 (stereo not given)	-0.3	0.9	0	x	0.0	-10	-1	-6	-4
COc1ccccc1-c1oc2ccccc2c1C#CC(C)(C)O	-0.7	12	0	1.1	-8.5	-4	-9	2	-1
O=C1CC(c2cccnc2)=NN1c1ccccc1	0.3	91*	-12	-1.4	-1.4	0	-3	-1	6
Cc1ccc(S(=O)(=O)NCc2ccccc2)cc1C(=O)N1CCCCC1	0.9	0.1	6	3.4	-0.7	-6	-2	3	6
Fc1ccccc1C1c2cccn2CCN1C(=S)Nc1cccc(Br)c1 (stereo not given)	0.0	0.3	0	-0.5	-4.3	-1	2	6	6
CCn1c(SCC(=O)Nc2nnc(C)s2)nc2c(c1=O)SC(C)C2 (stereo not given)	-0.4	-1.3	12	-0.1	0.3	8	2	3	0
N#Cc1ccsc1NC(=O)COC(=O)CCS(=O)(=O)c1ccccc1	0.2	-0.2	1	1.2	-0.8	-2	1	0	-3
CSc1ccccc1NC(=O)c1cccnc1	-0.4	-0.5	-4	x	0.1	-4	-3	8	-9
Cc1ccc(NC(=O)NNC(=O)c2cccs2)cc1	-0.2	-1.3	-4	x	-2.8	0	1	-4	-14
O=C(c1ccccc1F)N1CCN(S(=O)(=O)c2ccc(Br)cc2)CC1	-1.4	0.2	3	x	-2.9	6	1	x	x
COc1ccccc1/C=C(\NC(=O)c1ccc(OC)c(OC)c1)C(=O)Nc1ccc([N+](=O)[O-])cc1	0.3	1.0	-5	-0.3	-0.7	-14	0	-8	-3
Cc1ccc(NC(=O)Cn2c(=O)n(CCC(=O)NC3CCN(Cc4ccccc4)CC3)c(=O)c3ccccc32)cc1	-0.7	0.8	7	-0.8	-1.1	-14	-6	1	6
Cc1ccc(S(=O)(=O)N(C)C)cc1NC(=O)CCNC(=O)c1ccco1	0.8	7.3	-2	1.9	-0.5	15	7	-5	4
C=CCn1c(=O)c2ccccc2n2c(SC(C)C(=O)Nc3nc(-c4ccccc4)cs3)nnc12 (stereo not given)	0.3	-1.3	5	x	1.2	-17	-1	9	9
NC(=O)c1c(NC(=O)CN2C(=O)CCC2=O)sc2c1CCCCC2	0.1	0.3	2	1.0	-2.1	-12	-8	-6	1
O=C(O)Cc1ccc(NC(=O)C(c2ccccc2)c2ccccc2)cc1	0.2	-0.7	5	1.4	-2.1	6	7	2	-4

Rows were taken by chance; about 2.3% have a hit in one of these screens.
